Source: PubChem BioAssay
HTT ATP protect – cytoprotection in Huntington HTT-Q103 PC12 cell model; PC12 HTT-Q103 induced, cytoprotection, ATP luminescence, 40 h; Potency, µM (highest dose often 56.4 µM), for the others: cytoprotection (ATP increase), usual class: activators; actives 0.14% (n = 230,000); AID 1471;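 note: % of control where 0% means no effect; nearly all actives have a fitted effect of over 45% in size; toxic huntingtin expression switched on by the ecdysone agonist tebufenozide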
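Quantitative HTS on tebufenozide-induced (100 nM) PC12 cells expressing HTTQ103 exon 1–GFP; compounds tested as a concentration series; survival measured via cellular ATP.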
GAA spleen mod – lysosomal alpha-glucosidase (human) modulation. Potency, µM (titrated, usually from 79.9 µM), for inactives: at the top dose activity change, negative = inhibition, hits mostly inhibitors. AID 2112. actives 0.006% (n = 240,000). human spleen homogenate, 4-MU-alpha-glucoside fluorescence. P10253;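 note: 0% = enzyme with vehicle and -100% = no enzyme basal signal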
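Enzyme source: human spleen homogenate, 1 ug/well. Buffer 50 mM citric acid/K phosphate pH 5.0, 0.01% Tween-20. 4-MU-alpha-glucoside 1 mM; 37 C x 40 min; NaOH/glycine stop; fluorescence.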
GLA spleen mod – alpha-galactosidase A (human) modulation; P06280; human spleen homogenate, 4MU-alpha-Gal fluorescence, 40 min; Potency, µM (doses to about 80 µM), for inactives: at the top dose activity change, negative = inhibition, usual class: inhibitors; actives 0.008% (n = 240,000); AID 2107;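 note: 0% = enzyme with vehicle and -100% = no enzyme basal signal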
Target sequence (P06280 32-429 limits assumed): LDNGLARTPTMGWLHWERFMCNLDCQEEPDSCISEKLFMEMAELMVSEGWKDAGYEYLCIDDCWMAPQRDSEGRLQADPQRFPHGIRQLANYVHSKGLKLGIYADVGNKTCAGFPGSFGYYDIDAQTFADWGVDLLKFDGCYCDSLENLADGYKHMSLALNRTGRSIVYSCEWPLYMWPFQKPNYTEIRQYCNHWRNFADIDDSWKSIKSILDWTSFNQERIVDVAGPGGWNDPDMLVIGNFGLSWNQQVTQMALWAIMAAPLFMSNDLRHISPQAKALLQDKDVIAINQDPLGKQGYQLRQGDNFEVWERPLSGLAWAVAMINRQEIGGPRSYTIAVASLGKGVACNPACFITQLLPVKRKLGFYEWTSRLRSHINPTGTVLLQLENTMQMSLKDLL
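Spleen homogenate 1 ug + cpd (titration) + 4-MU-alpha-D-galactopyranoside 1 mM; 37C 40 min; 50 mM citrate/phosphate pH 5.0, 0.01% Tween-20; stop pH 10; fluorescence 365/440; AC50 via Hill.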
GAA glycogen – alters human alpha-glucosidase cleavage of glycogen; P10253; recombinant GAA, glycogen substrate, Amplex Red glucose oxidase fluorescence; actives 0.38% (n = 300,000); Potency, µM (top dose mostly 76.4 µM), without a hit: at the highest dose activity change, negative = inhibition, hits mostly inhibitors; AID 2100;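 note: 0% = full enzyme reaction and -100% = no-enzyme basal signal; the screen sought inhibitors and activators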
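Recombinant human alpha-glucosidase (4 nM final) hydrolysed bovine liver glycogen (30 ug) for 40 min at 37 C in pH 5.0 citrate/phosphate with 0.01% Tween-20. Released glucose detected by glucose oxidase/Amplex Red, Ex 573/Em 610 nm. Compounds up to 77 uM; AC50 from Hill fits.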
Tau fibril ThT – inhibitors of human tau fibril formation, thioflavin T binding | P10636 | AID 1460 | Potency, µM (highest dose often 57.4 µM), for the others: at the top dose activity, negative = inhibition, actives largely listed as inhibitors | actives 2.1% (n = 270,000) | recombinant tau K18 P301L, heparin-induced fibrillization, ThT fluorescence; note: % is set by controls: 0 for no effect and ±100 for the full control effect; nearly all actives have a fitted effect of over 55% in size
Target sequence (P10636 561-689 P618L limits assumed): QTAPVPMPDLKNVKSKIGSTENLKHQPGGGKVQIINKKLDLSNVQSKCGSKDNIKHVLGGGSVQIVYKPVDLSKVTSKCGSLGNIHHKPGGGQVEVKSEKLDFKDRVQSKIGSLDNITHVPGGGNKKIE
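Recombinant human tau K18 fragment […] carrying P301L, 15 uM unlabeled plus 0.24 uM Alexa 594-labeled, was fibrillized with 20 uM heparin in 100 mM sodium acetate pH 7 for 6 hr at 37 C; 30 uM ThT fluorescence read after 1 hr.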
Tau FP inhib – inhibitors of human tau fibril formation | P10636 | K18 P301L tau heparin fibrillization, Alexa594 FP, 6 h | Potency, µM (titrated, usually from 57.7 µM), inactives show top-dose activity, negative = inhibition, hits mostly inhibitors | actives 0.39% (n = 280,000) | AID 1468; note: % is set by controls: 0 for no effect and ±100 for the full control effect; nearly all actives have a fitted effect of over 55% in size
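Recombinant K18 P301L […], labeled with Alexa 594 at 0.24 uM over 15 uM unlabeled; heparin inducer 20 uM final; 37 C, 6 hr; FP endpoint.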
Tau fluor cs – counter-screen for tau fibril formation inhibitors; tau K18 P301L Alexa594 fluorescence, heparin fibrillization; Potency, µM (doses to about 57.7 µM), for inactives: top-dose activity change, negative = decrease; actives 0.93% (n = 280,000); note: % is set by controls: 0 for no effect and ±100 for the full control effect; nearly all actives have a fitted effect of over 55% in size
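Human tau K18 P301L (15 uM unlabeled, 0.24 uM Alexa 594-labeled) in 100 mM sodium acetate pH 7 with 20 uM heparin, 6 hr at 37 C. ThT 30 uM added, 1 hr ambient; Alexa 594 FP and total fluorescence read at 555/632 nm.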
GAA inhib – inhibitors of human lysosomal alpha-glucosidase; actives 0.005% (n = 200,000); purified human GAA, 4-MU-alpha-glucoside fluorescence; Potency, µM (series often up to 76.9 µM), for inactives: top-dose activity change, negative = inhibition, hits mostly inhibitors; P10253;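 note: plate controls were uninhibited enzyme wells for no effect and no-enzyme background for full effect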
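Compounds are titrated up to 77 uM against 4 nM human enzyme. Substrate 4-methylumbelliferyl-alpha-D-pyranoside (400 uM) reacts 20 min at room temperature in pH 5.0 buffer; liberated 4-methylumbelliferone is read at 440 nm.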
* marks the source's active call; other numbers are inactive results; ? = inconclusive; nt = not tested or not shown; & = joins results of further samples; [ ] = another dose, or the depositor's remark. Calls come from the whole dose curve; as a rule, active = well fitted curve in the direction sought with a large enough effect; inconclusive = small, poorly fitted or top-dose-only effect, or another doubt; inactive = no such curve, though single readings can be large; an effect the other way counts as inactive or inconclusive. Potency is the fitted concentration of half-maximal effect.

SMILES	HTT ATP protect	GAA spleen mod	GLA spleen mod	GAA glycogen	Tau fibril ThT	Tau FP inhib	Tau fluor cs	GAA inhib
CN1CCC(NC(=O)NC2CCCCC2)CC1	-19%[10 µM]	3%	2%	1%	0%	-10%	-4%	nt
Cc1ccc(C(=O)N2CC(C)OC(C)C2)cc1[N+](=O)[O-] (stereo unspecified)	-17%[10 µM]	2%	3%	13%	-2%	0%	2%	-24%
CCOc1ccc(Cn2nnc(C(=O)Nc3ccc(OC)cc3OC)c2N)cc1	24%[10 µM]	5%	1%	-4%	-4%	1%	-16%	-3%
CCCCSc1nc2c(=O)[nH][nH]c(=O)c2n1Cc1ccccc1	10%[1.9 µM]	4%	6%	6%	1%	3%	0%	3%
O=C(NNC(=O)c1ccccc1[N+](=O)[O-])Nc1ccccc1C(F)(F)F	-24%	-13%	5%	4%	-4%	1%	-5%	-2%
O=C(N/N=C/c1ccc(OCc2ccccc2)cc1)c1ccncc1	-114%	3%	2%	5%	?	-13%	-19%	0%
COC(=O)c1cccc(C(=O)N2CCC(CO)(Cc3ccccc3Cl)CC2)c1	10%[10 µM]	-4%	-5%	7%	-12%	0%	-10%	-5%
COc1ccc(C2=C(C=Nc3c(C)n(C)n(-c4ccccc4)c3=O)C(c3ccccc3C)c3ccccc3O2)cc1OC (stereo unspecified)	-11%	-10%	-26%	-9%	-8%	?	-28%	-12%
CC(C)=C(NC(=O)c1ccccc1)C(=O)NCc1ccccc1	6%	0%	-2%	0%	-11%	-4%	-9%	5%
COc1ccc(NC(=O)c2sc3nc(C)c(C(=O)Nc4ccc(C)cc4C)c(-c4ccc(Cl)cc4)c3c2N)cc1	nt	nt	nt	6%[76.3 µM]	?	-4%	-26%	nt
CCC(C)(C)n1nnnc1C(c1ccc(OC)c(OC)c1)N1CCN(c2cccc(OC)c2)CC1 (stereo unspecified)	12%[10 µM]	-3%	6%	-17%	-3%	5%	-9%	-8%
CC(C)CC1(C(=O)O)C=CCN1C(=O)c1ccccc1 (stereo unspecified)	1%	-3%	4%	nt	-12%	1%	-11%	nt
CCOC(=O)C(Cc1c[nH]c2ccccc12)NC(=O)CNC(C)=O (stereo unspecified)	7%	2%	8%	6%	-9%	1%	-4%	0%
COc1cc(C(O)CO)ccc1OS(=O)(=O)O (stereo unspecified)	nt	-6%	-8%	nt	-2%	0%	-5%	nt
CCOc1ccc(OCC(O)CNC2CCN(Cc3ccccc3)CC2)cc1 (stereo unspecified)	34%[10 µM]	-6%	-1%	19%	1%	-3%	1%	-10%

Following part.
SMILES	HTT ATP protect	GAA spleen mod	GLA spleen mod	GAA glycogen	Tau fibril ThT	Tau FP inhib	Tau fluor cs	GAA inhib
COc1cccc(/C=N/n2c(-c3cc(C)[nH]n3)n[nH]c2=S)c1OC	-6%[10 µM]	5%	-19%	-20%	-8%	-1%	-4%	nt
CCOC(=O)c1cc(NC(=O)C2C3CCC(O3)C2C(=O)O)cc(C(=O)OCC)c1 (stereo unspecified)	-37%	-1%	5%	7%	4%	3%	-1%	1%
Cc1nnc(SCC(=O)Nc2sc3c(c2C#N)CCCC3)[nH]c1=O	12%[1.9 µM]	3%	0%	-20%	-19%	5%	-3%	-10%
CCc1ccc(C(=O)CSC2=C(C#N)C(c3ccco3)C(C(C)=O)=C(C)N2)cc1 (stereo unspecified)	-23%	-8%	-1%	-7%	?	10%	?	-10%
O=C(COc1ccccc1O)NNc1ccccc1	-2%[10 µM]	0%	0%	?	-5%	-8%	-2%	1%
COc1ccc(/C=C/C(=O)Oc2cccc(/C=N/NC(=O)COc3c(C)cccc3C)c2)cc1	-2%	-20%	-5%	2%	-11%	2%	-10%	0%
COc1ccc(OC)c(/C=C/C(=O)N(C)CC(=O)Nc2ccc(C)cc2)c1	1%[10 µM]	23%	?	-6%	-7%	1%	-5%	?
COCCCn1c(=O)c2sccc2n2c(CCCC(=O)NCc3ccc(F)cc3)nnc12	nt	nt	nt	-7%&-4%[76.3 µM]	-2%	-4%	-11%	nt
CC(C)CC(NC(=O)C(NC(=O)OC(C)(C)C)C(C)C)C(=O)N1CCCC1C(N)=O (stereo unspecified)	-12%	-5%	-26%	6%	-2%	-2%	8%	-5%
CCOC(=O)c1ccc(CNC(=O)Cn2nnc(-c3ccccc3F)n2)o1	1%	nt	-2%	3%	0%	6%	1%	0%
COc1cccc(N2CCN(C(=O)c3cccnc3)CC2)c1	-11%	-1%	5%	-13%	-1%	1%	1%	-6%
COCCOc1cc(COC)nc(-c2cccc(C)c2)n1	20%[10 µM]	-3%	0%	4%	0%	-11%	-6%	nt
O=C(Cn1cc2c(n1)CCCC2)N1CCOCC1	4%	5%	-1%	-4%	-5%	4%	-4%	-1%
CN(CCc1cn[nH]c1)Cc1nc(C(c2ccccc2)c2ccccc2)no1	12%[10 µM]	3%	-2%	6%	3%	7%	3%	10%
Cc1ccccc1CNC(=O)c1ccccc1	-5%	-4%	-3%	-9%	-4%	1%	-2%	-1%

The list continues:
SMILES	HTT ATP protect	GAA spleen mod	GLA spleen mod	GAA glycogen	Tau fibril ThT	Tau FP inhib	Tau fluor cs	GAA inhib
O=[N+]([O-])c1nn(-c2cccc(Cl)c2)n(O)c1=NCc1cccnc1	10%[10 µM]	-2%	10%	-7%	?	0%	?	?
O=c1[nH]c(-c2cccnc2)nc2ccccc12	19%[10 µM]	6%	10%	2%	-10%	9%	1%	0%
O=C(Nc1n[nH]c(C2CCCCC2)n1)C1CCCCC1	-1%	-10%	2%	5%	-3%	4%	2%	0%
O=C(c1ccc(Cl)cc1)N1CCC(O)(CSc2ccc(Cl)cc2)CC1	-18%	-12%	11%	?	-2%	1%	-14%	-1%
COc1ccccc1C(=O)O/N=C(\c1ccccc1)c1ccncc1	-25%	-6%	12%	7%	-7%	3%	-12%	-4%
CC(=O)c1ccc(C(=O)N2CCCC(C(=O)c3cc(F)ccc3F)C2)s1 (stereo unspecified)	-26%[10 µM]	-8%	-1%	9%	-5%	-9%	-11%	7%
CCOC(=O)c1c(S(=O)(=O)NCC(=O)Nc2cc(C)ccc2OC)c(C)n(C)c1C	nt	nt	nt	-12%[76.3 µM]	1%	1%	-9%	nt
COc1cccc(CN2CCCC(CNC(=O)c3ccc(F)cc3)C2)c1OC (stereo unspecified)	-10%[10 µM]	1%	-2%	-6%	4%	0%	7%	4%
O=C(C1CCN(S(=O)(=O)N2CCOCC2)CC1)N1CCN(Cc2ccccc2)CC1	-21%	-11%	-4%	-2%	-1%	1%	0%	-4%
CCOC(=O)C1=C(Nc2ccccc2)OCC1=O	35%	-5%	2%	6%	-3%	?	-1%	-1%
COC(=O)c1ccc(COc2ccccc2[N+](=O)[O-])o1	nt	-5%	6%	11%	13%	7%	13%	-8%
CN(C)c1ccnc(Nc2ccc(O)cc2)c1C#N	7%[10 µM]	0%	-1%	2%	-8%	-7%	2%	5%
O=C(N/N=C/c1ccc([N+](=O)[O-])o1)c1cc2c(ccc3ccccc32)o1	-29%[10 µM]	-1%	4%	8%	1.1µM*	-8%	?	-11%
CCc1ccc(/C=N/N2CCN(c3ccccn3)CC2)cc1	10%[10 µM]	1%	8%	?	?	-4%	-24%	nt
O=C(NCc1cccs1)c1cnc(Cl)c(Cl)c1	12%[10 µM]	-8%	0%	1%	1%	6%	3%	2%

An excerpt from above, showing only Tau fibril ThT.
compound | Tau fibril ThT
O=c1[nH]c(-c2cccnc2)nc2ccccc12 | -10%
CN(C)c1ccnc(Nc2ccc(O)cc2)c1C#N | -8%
COc1cccc(CN2CCCC(CNC(=O)c3ccc(F)cc3)C2)c1OC (stereo unspecified) | 4%

Going on with the list.
SMILES	HTT ATP protect	GAA spleen mod	GLA spleen mod	GAA glycogen	Tau fibril ThT	Tau FP inhib	Tau fluor cs	GAA inhib
CC(C)[C@H](Nc1ccc(C(F)(F)F)cc1[N+](=O)[O-])C(=O)O	25%[10 µM]	-2%	6%	7%	-14%	3%	3%	nt
CCOC(=O)C1=C(N)Oc2cc(C)oc(=O)c2C1c1cccnc1 (stereo unspecified)	-8%[0.074 µM]	?	0%	-4%	0%	3%	9%	3%
NC(N)=Nc1cc2ccccc2c2ccccc12	6%[10 µM]	-4%	-2%	-15%	?	-13%	-26%	-6%
CN1CCN(C(=O)c2ccccc2NC(=O)c2cccs2)CC1	-15%	-6%	-8%	0%	-5%	-3%	3%	-1%
O=C1COc2ccc(C(=O)c3ccccc3C(=O)NCc3ccccc3)cc2N1	3%	-6%	-6%	5%	-12%	2%	-5%	-3%
COc1ccc(-n2nc([N+](=O)[O-])c(=NCc3cccnc3)n2O)cc1	27%[10 µM]	-6%	-6%	12%	?	6%	-8%	4%
COC(=O)c1cc2sccc2n1Cc1nc(-c2cccc(Br)c2)oc1C	nt	nt	nt	2%[76.3 µM]	-4%	0%	-14%	nt
COC(=O)CSc1ccc(C#N)c(SCC(=O)OC)c1	-13%	?	?	9%	?	10%	?	8%
CCn1c(SCC(=O)Nc2nnc(C)s2)nnc1-c1ccco1	-17%	1%	-1%	4%	-1%	6%	-5%	-1%
COc1ccc2cc3cc(C(=O)Nc4cc(OC)c(OC)c(OC)c4)oc3nc2c1	8%	2%	8%	0%	?	-1%	-9%	0%
